aDG glyco act: alpha-DG glycosylation activation | Pro5-aDG cells, alpha-DG glycosylation AlphaScreen (IIH6); 0% Pro5, 100% B10-LARGE cell signal | activation, % at 10 µM | 0.22% of 360,000 active;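 active means activation of at least 8% versus controls, or a plate z-score of at least 8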;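 further: Pro5 are CHO cells carrying HIG-tagged alpha-DG that lacks glycosylation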
PDI inh: inhibitors of human protein disulfide isomerase. P07237. PDI insulin aggregation turbidity, A650, 90 min. inhibition, % at 10 µM. 0.052% of 350,000 active;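 active means mean inhibition across replicates of 30% or more, whatever share of single replicates reach that level; inconclusive means mean inhibition below 30% while every single replicate reaches 30%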;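 further: absorbance from insulin aggregation driven by PDI reduction with DTT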
Target sequence (P07237 whole entry, looked up): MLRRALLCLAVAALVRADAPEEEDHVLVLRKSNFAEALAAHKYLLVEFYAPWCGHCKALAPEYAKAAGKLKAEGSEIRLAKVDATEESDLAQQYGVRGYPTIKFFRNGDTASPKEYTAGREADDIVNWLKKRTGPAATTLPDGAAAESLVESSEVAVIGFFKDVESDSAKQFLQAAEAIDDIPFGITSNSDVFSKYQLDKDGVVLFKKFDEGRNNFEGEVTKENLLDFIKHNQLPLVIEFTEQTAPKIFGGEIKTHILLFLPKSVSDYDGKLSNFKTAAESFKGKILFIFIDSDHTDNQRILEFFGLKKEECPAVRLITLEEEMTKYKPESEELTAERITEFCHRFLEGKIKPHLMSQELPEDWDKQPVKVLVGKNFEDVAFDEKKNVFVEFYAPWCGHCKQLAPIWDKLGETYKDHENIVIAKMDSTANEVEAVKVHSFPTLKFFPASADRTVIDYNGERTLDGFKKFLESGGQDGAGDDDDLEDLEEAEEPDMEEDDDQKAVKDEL
iPSC survival up: hiPSC single-cell survival enhancement; survival enhancement, % at 20 µM; ATPlite luminescence; 100% = ROCK inhibitor wells, 0% = DMSO; 0.044% of 360,000 active; in the data active means survival enhancement above about 18%;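 further: cells exposed to compounds for 16 hours before the ATP read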
ABCB6 inh 2: inhibitors of human ABC transporter ABCB6 | K562-ABCB6 porphyrin accumulation, flow cytometry, 1 h; active compounds read low | 0.19% of 360,000 active | fluorescence ratio to DMSO, % at 10 µM | AID 602162;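 active means fluorescence ratio to DMSO below 75%, the collection mean minus 3 SD; inconclusive means too few cells collected in the well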;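 further: signal is porphyrin accumulated inside mitochondria; 100% equals median channel fluorescence of DMSO control wells; lower ratio means ABCB6 inhibition with less porphyrin fluorescence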
Vif imaging: blocks HIV Vif function. HEK293T cells, Vif self-association by quenched fluorescence, imaging, 24 h. inhibition, % at 7.49 µM. 0.35% of 340,000 active. AID 602346; in the data active means inhibition above about 50%, passing the limit was not always enough; inconclusive means no clear call, values can overlap the other calls; inactive means below about 31%; further: some results filed as inactive read as strong as hits
CaV13 FRET inh: Disruptors of the CACNA1D IQ motif to Ca2+-dependent inactivation inhibitor domain association, primary screening, Förster resonance energy transfer in intact living …; 0.098% of 340,000 active; inhibition, % at 12.3 µM; HEK cells, CFP/YFP FRET ICDI-IQ, plate reader, 10 min; percent FRET-ratio fall versus neutral wells;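 active means mean replicate inhibition of at least 30% and at least 1% of replicates passing that level; inconclusive means only one of the two criteria is met; inactive means neither criterion is met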;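 further: 0% = median of the neutral control wells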
Cardio protect: myocardial damage modulation in H9c2 cells. H9c2 cardiomyocytes, H2O2 injury protection, ATPLite, 2 h. protection from H2O2 cell death, % at 20 µM. 0.63% of 360,000 active. AID 588492;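 active means compounds giving at least 50% protection of heart cells from peroxide-induced death in the single-dose screen, raw or plate-pattern-corrected value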;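 further: 0% = DMSO wells with peroxide and 100% = DMSO wells without peroxide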
m5-HT2A agonist: agonists of mouse serotonin 5-HT2A receptor (HTR2A) | P35363 | CHO-K1 mHTR2A beta-arrestin complementation, luminescence; percent of 30 µM serotonin response | activation, % at 7.6 µM | 0.66% of 360,000 active;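 active means activation above a run cutoff, the mean activation of all tested compounds plus 3 SD, cut at about 14% in these data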;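 further: 0% = plate median of compound wells and 100% = 30 µM serotonin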
Target sequence (P35363 whole entry, looked up): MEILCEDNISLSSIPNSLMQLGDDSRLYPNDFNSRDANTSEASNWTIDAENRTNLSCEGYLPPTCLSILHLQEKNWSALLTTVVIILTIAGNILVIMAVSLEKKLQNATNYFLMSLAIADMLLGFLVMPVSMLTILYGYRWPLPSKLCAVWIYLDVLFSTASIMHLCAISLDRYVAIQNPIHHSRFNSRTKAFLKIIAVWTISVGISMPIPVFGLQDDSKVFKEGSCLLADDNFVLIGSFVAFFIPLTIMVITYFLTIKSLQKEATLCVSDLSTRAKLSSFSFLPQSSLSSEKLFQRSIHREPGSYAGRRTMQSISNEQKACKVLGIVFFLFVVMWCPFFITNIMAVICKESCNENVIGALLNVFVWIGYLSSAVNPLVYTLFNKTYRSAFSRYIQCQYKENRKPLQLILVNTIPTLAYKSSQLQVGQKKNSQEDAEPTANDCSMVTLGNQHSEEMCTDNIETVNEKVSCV
N-glyco inh: N-linked glycosylation inhibition; 0.23% of 360,000 active; reporter increase, % at 12.5 µM; AID 588692; D54 ERlucT glycosylation luciferase reporter, 24 h; percent of 100 nM tunicamycin response;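 active means mean luciferase reporter signal, scaled so untreated is 0 and the glycosylation-blocking control 100, at or above a set limit in every replicate; inconclusive means mean reaches the limit but not every replicate does; inactive means mean below the limit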;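 further: luciferase carries N-glycosylation sites so blocking glycosylation raises the light; 0% = median of neutral control wells and 100% = median of 100 nM tunicamycin wells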
Exocytosis inh: lytic granule exocytosis inhibition | TALL-104 LAMP-1 surface exposure, flow cytometry; cells stimulated with thapsigargin and PMA | inhibition, % at 10 µM | 0.66% of 360,000 active | AID 651702;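 active means inhibition above about 55%, limit read from the data; inconclusive means no clear call, values can overlap the other calls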
* hit, by the source's call; i = inactive; ? = inconclusive; nt = no result given.

SMILES	aDG glyco act	PDI inh	iPSC survival up	ABCB6 inh 2	Vif imaging	CaV13 FRET inh	Cardio protect	m5-HT2A agonist	N-glyco inh	Exocytosis inh
CC(/C=N/NC(=O)c1ccc(Br)cc1)=C\c1ccccc1	-0.1	-3	-0.2	104	-4	-4	-5	1	3	12
O=C(Nc1nccs1)c1cc(S(=O)(=O)N2CCOCC2)ccc1Cl	-0.3	-5	2.2	92	5	-5	1	-1	0	1
CCC(CC)c1nnc(NC(=O)c2cccnc2SC)s1	-0.1	-3	-0.7	93	-7	-2	-6	2	3	-7
NC(=S)N/N=C/c1ccc(-c2cc(Cl)cc(Cl)c2)o1	0.0	-5	-4.3	113	5	-6	-4	1	1	-1
COc1ccc(N(CC(=O)NCc2ccco2)S(C)(=O)=O)cc1	-0.2	9	-3.0	94	4	-8	6	2	-1	-4
CCCn1nc(C(=O)OCc2nc(N)nc(Nc3ccccc3C)n2)c2ccccc2c1=O	1.7	0	-0.5	100	1	-7	13	3	3	3
Cc1cccc(C)c1NC1=C(Cl)C(=O)OC1OC(=O)c1ccccc1 (stereo not given)	-0.2	2	-0.2	101	-1	-4	-1	-6	2	-2
COc1cccc(NC(=O)CN(C)C(=O)/C=C/c2cc(OC)ccc2OC)c1	-0.3	?	2.1	102	-5	-5	6	-1	2	2
CSc1ccc(CNC(=O)C(C)n2nc(C)c3c(C)n(-c4ccccc4)nc3c2=O)cc1 (stereo not given)	0.1	5	-0.5	97	0	-4	-1	1	-1	-10
CCCCn1c(=O)[nH]c(=O)c2c(C(=O)OCC)cc(-c3cccs3)nc21	-0.1	-4	-0.1	94	-6	1	10	4	4	-1
CCc1nc2c(n1O)CCc1nonc1-2	-0.1	-3	2.9	101	8	-9	-2	2	0	4
CCN(c1ccccc1)S(=O)(=O)c1ccc(F)cc1	-0.2	11	1.3	95	9	-7	-8	-5	0	-2
CC(c1ccco1)N(C(=O)c1cc(Cl)cc(Cl)c1)c1ccccn1 (stereo not given)	0.1	-1	-0.5	91	-4	-4	-1	4	-4	-3
CC[C@H](CO)Oc1cc(NCc2ccc(Cl)c(Cl)c2)c2ncn(C(C)C)c2c1	0.2	9	0.9	99	7	-11	-10	-5	-1	-6
O=C(c1cccc(S(=O)(=O)Nc2ccc(F)cc2)c1)N1CCC1	-0.1	13	-0.2	98	-3	-6	-4	8	0	2
CC(C)(C)C1CCC2(CC1)C(C#N)=C(SCC(=O)Nc1ccccc1)NC(=O)C2C#N (stereo not given)	0.2	-5	-0.2	95	-5	-5	-40	-1	-1	-2
Cc1sc(N2C(=O)C3C(C2=O)[C@H]2C=C[C@@H]3C2)c(C#N)c1C (stereo not given in full)	0.0	0	-0.5	93	20	-4	2	1	1	-1
Cc1csc(NC(=O)CN2C(=O)C3CC=CCC3C2=O)n1 (stereo not given)	-0.1	1	0.6	112	14	nt	1	0	3	0
CC(C)CCOC(=O)C1[C@H]2C(=O)N(Cc3cccs3)C[C@]23C=C[C@H]1O3 (stereo not given in full)	0.1	-1	-0.2	100	nt	nt	15	4	1	4
Cc1onc(-c2ccccc2)c1C(=O)Nc1cccc(S(=O)(=O)NC2=NCCC2)c1	0.0	6	-0.1	98	nt	-5	-3	8	0	-1
COCCCn1c(SCC(=O)Nc2ccccc2F)nnc1-c1ccoc1C	-0.1	-8	-0.6	95	2	-3	6	2	0	-5
COc1ccccc1C(NC(=O)CC(C)C)c1c(O)ccc2ccccc12 (stereo not given)	0.0	-27	-0.5	98	-3	-39	-4	2	-3	5
CN(C)CC(=O)N1c2ccccc2Sc2ccc(Cl)cc21	0.4	2	4.9	97	5	-1	-2	-4	-3	2
CCC(C)C(N)C1=NC(C(=O)N[C@@H](CC(C)C)C(=O)N[C@H](CCC(=O)O)C(=O)N[C@H](C(=O)N[C@H]2CCCCNC(=O)[C@H](CC(N)=O)NC(=O)[C@@H](CC(=O)O)NC(=O)[C@H](Cc3cnc[nH]3)NC(=O)[C@@H](Cc3ccccc3)NC(=O)[C@H]([C@@H](C)CC)NC(=O)[C@@H](CCCN)NC2=O)[C@@H](C)CC)CS1 (stereo not given in full)	-0.3	4	-1.5	100	-4	-5	0	-5	2	2
COc1c(F)c(F)c(C(=O)O)c(Nc2ccccc2)c1F	-0.1	6	0.9	97	9	-7	-2	0	-1	2
CC(=O)N1CCN(c2ccc([N+](=O)[O-])cc2C#N)CC1	0.0	20	0.6	105	10	0	3	0	-1	18
O=C(N/N=C\c1cc([N+](=O)[O-])ccc1N1CCOCC1)c1ccccn1	-0.1	-1	-2.0	105	10	-7	18	4	0	10
CCc1ccc(OCC(=O)NNC(=O)C2CCC2)cc1	0.0	-2	3.1	102	-4	-5	8	-3	1	-4
CN(C)S(=O)(=O)c1cccc(N=c2scc(-c3ccc4c(c3)NC(=O)CO4)n2CC2CCCO2)c1 (stereo not given)	-0.6	13	3.1	95	-32	nt	-1	3	-5	-7
COc1ccc2c(c1)cc(C(=O)N[C@@H](Cc1ccccc1)C(=O)N[C@@H](C)C(=O)O)n2C	-0.1	-7	0.0	101	-9	-5	-3	11	-1	5
C[C@@H](C(=O)Nc1ccc2c(c1)OCCO2)n1c(=O)[nH]c2ccccc2c1=O	0.3	1	-0.4	96	-6	-3	2	2	-15	-8
CC1(C(=O)NS(=O)(=O)c2cccc(Cl)c2)CCN1C(=O)C1(c2ccc(Cl)cc2)CC1 (stereo not given)	-0.1	-3	4.9	96	-3	-1	9	-1	0	12
CCCCCN(C(=O)CCC(=O)OCc1ccccc1C(F)(F)F)c1c(N)n(CCCC)c(=O)[nH]c1=O	0.4	-3	-0.4	106	-3	-7	-4	-1	-1	1
Cn1c(=O)c2c([nH]c(=S)n2Cc2ccc(Cl)cc2)n(C)c1=O	0.0	0	0.4	94	-1	-6	-1	-1	2	-6
CC1(Cc2cccc(C#N)c2)C(=O)Nc2ccc(-c3cccc(C(F)(F)F)c3)cc21 (stereo not given)	0.2	11	-2.6	94	-27	-11	-12	17*	-5	2
COc1ccc(N=C2S/C(=C\c3ccc(N4CCOCC4)o3)C(=O)N2CCc2c[nH]c3ccccc23)cc1	-0.7	19	40*	i	i	nt	-16	1	-4	82*
CCn1c(CNc2ccc(F)cc2)nnc1SCC(=O)Nc1ccccc1OC	0.2	-28	-0.9	102	0	-4	-5	-3	-1	0
Cc1cc(C)c(NC(=O)CCCSc2nnc(N)s2)c(C)c1	-0.1	-5	-1.2	90	2	-2	-3	-5	0	1
COCCN(C(=O)CSc1nnc(-c2ccccc2OC)o1)c1c(N)n(CC(C)C)c(=O)[nH]c1=O	-0.1	3	-0.4	99	3	-2	-6	4	-2	6
CC(=O)Nc1cccc(/C(C)=N/NC(=O)c2ccc(NS(=O)(=O)c3cccs3)cc2)c1	0.1	-1	-0.7	93	-1	-2	1	-5	0	0
CN1C(CC(=O)Nc2ccc(Cl)cc2Cl)c2ccccc2CC1(C)C (stereo not given)	0.0	8	-0.6	94	-9	-20	-15	-12	-5	6
CCOC(=O)/C=C1\CC(=O)Nc2cc(C)c(C)cc2N1	0.0	6	1.5	97	nt	nt	-4	-4	2	0
Cc1cc(C)cc(OCC(=O)NN2C(=O)c3ccccc3C2=O)c1	0.7	-4	-1.3	106	6	-4	-7	4	5	-2
CCOc1ccccc1CN1CCN(Cc2cn(C)nc2-c2ccccc2)CC1CCO (stereo not given)	-0.2	2	0.2	101	0	-1	3	-4	3	1
CCN1CCN(c2ccc(S(=O)(=O)N3CCCCC3)cc2NC(=O)/C=C/c2cccc(OC)c2OC)CC1	1.4	-3	-0.4	96	nt	-5	-4	-8	-8	-9

Nine compounds out of the list, arranged by count of non-hydrogen atoms, rising:
SMILES	aDG glyco act	PDI inh	iPSC survival up	ABCB6 inh 2	Vif imaging	CaV13 FRET inh	Cardio protect	m5-HT2A agonist	N-glyco inh	Exocytosis inh
NC(=S)N/N=C/c1ccc(-c2cc(Cl)cc(Cl)c2)o1	0.0	-5	-4.3	113	5	-6	-4	1	1	-1
CCc1ccc(OCC(=O)NNC(=O)C2CCC2)cc1	0.0	-2	3.1	102	-4	-5	8	-3	1	-4
COc1c(F)c(F)c(C(=O)O)c(Nc2ccccc2)c1F	-0.1	6	0.9	97	9	-7	-2	0	-1	2
COc1ccc(N(CC(=O)NCc2ccco2)S(C)(=O)=O)cc1	-0.2	9	-3.0	94	4	-8	6	2	-1	-4
CC(C)CCOC(=O)C1[C@H]2C(=O)N(Cc3cccs3)C[C@]23C=C[C@H]1O3 (stereo not given in full)	0.1	-1	-0.2	100	nt	nt	15	4	1	4
COc1ccccc1C(NC(=O)CC(C)C)c1c(O)ccc2ccccc12 (stereo not given)	0.0	-27	-0.5	98	-3	-39	-4	2	-3	5
CC1(Cc2cccc(C#N)c2)C(=O)Nc2ccc(-c3cccc(C(F)(F)F)c3)cc21 (stereo not given)	0.2	11	-2.6	94	-27	-11	-12	17*	-5	2
COc1ccc(N=C2S/C(=C\c3ccc(N4CCOCC4)o3)C(=O)N2CCc2c[nH]c3ccccc23)cc1	-0.7	19	40*	i	i	nt	-16	1	-4	82*
CCC(C)C(N)C1=NC(C(=O)N[C@@H](CC(C)C)C(=O)N[C@H](CCC(=O)O)C(=O)N[C@H](C(=O)N[C@H]2CCCCNC(=O)[C@H](CC(N)=O)NC(=O)[C@@H](CC(=O)O)NC(=O)[C@H](Cc3cnc[nH]3)NC(=O)[C@@H](Cc3ccccc3)NC(=O)[C@H]([C@@H](C)CC)NC(=O)[C@@H](CCCN)NC2=O)[C@@H](C)CC)CS1 (stereo not given in full)	-0.3	4	-1.5	100	-4	-5	0	-5	2	2

(more compounds)
SMILES	aDG glyco act	PDI inh	iPSC survival up	ABCB6 inh 2	Vif imaging	CaV13 FRET inh	Cardio protect	m5-HT2A agonist	N-glyco inh	Exocytosis inh
CCOC(=O)c1nnn(-c2nonc2-n2cccc2)c1CN1CCC(C(=O)OCC)CC1	0.3	-2	-0.6	96	nt	-9	-5	-1	-1	-3
O=C(CCCn1c(=S)[nH]c2cc3c(cc2c1=O)OCO3)N1CCN(C2CCCCC2)CC1	0.0	1	3.4	96	4	-4	2	-6	-4	1
Cc1ncc([N+](=O)[O-])n1CC(=O)NC(C)(C)C	-0.2	5	-0.3	91	nt	-3	-7	1	1	1
COc1ccc(C(=O)N(C)Cc2nc3ccccc3c(=O)[nH]2)cc1S(=O)(=O)N1CCCC1	-0.3	3	-0.5	98	-2	-6	8	0	5	-1
O=C(CSCc1ccc(Cl)cc1)N/N=C/c1ccco1	0.1	12	-2.6	98	nt	-4	12	0	1	4
Cc1noc(C)c1C(=O)Nc1sc(C)c(C)c1C#N	0.0	0	-3.1	98	nt	-7	7	0	1	3
CCN(CC)C(=O)COC(=O)c1cc(-c2ccc(OC)cc2)nc2ccccc12	0.2	-2	-4.0	94	-6	nt	-3	1	-3	4
COCC(C)n1c(C)cc(C(=O)CSc2nnc(Nc3ccccc3F)s2)c1C (stereo not given)	-0.1	-9	6.1	91	nt	nt	-6	-4	0	-1
COc1cccc(C(=O)Nc2ccc(F)c(F)c2F)c1	0.2	-16	-2.2	77	-2	nt	-1	-1	-3	-6
O=C(Nc1cccc(C(=O)O)c1)/C(=C\c1ccco1)NC(=O)c1ccc(Br)o1	-0.1	-3	-0.5	97	17	-4	3	-4	3	-4
